Screening data deposited in PubChem BioAssay by Broad Institute.
PAX8 inh HTS = inhibitors of PAX8 transcriptional activity in RMG-I cells | RMG-I TPO-luciferase reporter, SteadyGlo, 24 h | inhibition, % at 12.6 µM | hit rate 1.2% among 360,000 | AID 652154;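 active = mean replicate inhibition at least 60% with every replicate also reaching 60%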;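 note: luciferase light reporting Pax8 driven TPO promoter activity; plate controls were median of neutral control wells for no effect and mitoxantrone controls for full effect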
LGR2 inh = Drosophila LGR2 receptor signaling inhibition | HEK293 LGR2, CRE-luciferase, bursicon-stimulated, 4 h | inhibition, % at 9.99 µM | hit rate 0.35% among 380,000;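 active = drop in luminescence signal, shown as inhibition above about 50% in the replicate tests, limit read from the data, passing the limit was not always enough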;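 note: agonist challenge used bursicon conditioned medium at about half maximal strength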
ARNT TACC3 PPI = disrupts binding between human ARNT and TACC3; Q9Y6A5; AlphaScreen His-ARNT PAS-B/GST-TACC3 binding, luminescence; TACC3 fragment carries E629A point mutation; inhibition, % at 9.99 µM; hit rate 0.66% among 390,000; AID 623870;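 active = mean inhibition of replicates at least 50% and at least half of replicates each reaching 50%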;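 note: 0% = complete ARNT plus TACC3 wells and 100% = ARNT alone without TACC3; many hits fall short of the cut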
C2C12 statin = suppressors of simvastatin-induced myotoxicity in C2C12 myotubes. ATP luminescence, 48 h; scaled: DMSO 0, geranylgeraniol control 100. rescue of ATP level, % at 7.49 µM. hit rate 0.78% among 330,000;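 active = mean ATP rescue above about 67%, or every replicate alone reaching that limit, limit read from the data, passing the limit was not always enough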;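 note: myotubes were challenged with 10 µM simvastatin during compound exposure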
PglD inh = blocks C. jejuni PglD acetyltransferase activity. purified PglD enzyme, DTNB colorimetric CoA detection. inhibition, % at 12.5 µM. hit rate 0.098% among 360,000; in the data active = inhibition above about 16%, passing the limit was not always enough; note: strong numbers were not always called active
PGC1a acetyl inh = PGC1a acetylation modulation, inhibitor mode; hit rate 0.17% among 350,000; inhibition, % at 15.6 µM; U2OS PGC1a acetylation, AlphaScreen anti-acetyl-lysine; with virally co-expressed GCN5 acetyltransferase;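 active = every replicate shows inhibition of at least 40%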;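 note: 0% = neutral control wells and 100% = positive control wells; some results beyond the cut were filed as inactive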
Cneo AK release = causes C. neoformans cell lysis. lysis activity, % at 15 µM. adenylate kinase release luminescence, 4 h; normalised: neutral wells 0, clomiphene wells 100. hit rate 0.2% among 360,000;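 active = mean lysis activity across replicates of at least 80%, whatever share of replicates individually reach that level; inactive = mean lysis activity below 80%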
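Signal: Adenylate kinase release luminescence | Assay system: Log-phase Cryptococcus neoformans yeast cells | Input: Cells at 5 × 10^6 per mL | Buffer or medium: Fresh YPD growth medium | Compound: Single dose | Schedule: Static 4 h at 37 °C with compound, 1 h detection | Controls: Clomiphene | Read-out: Luminescence rise reflecting yeast cell lysis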
GSIS activator = GLuc luminescence reporter in INS-1E cells, primary screen for activators of glucose-dependent secretion of insulin; INS-1E GLuc reporter insulin secretion, 2-3 h; AID 743287; hit rate 0.61% among 370,000; activation, % at 16.6 µM;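 active = lowest replicate activation of at least 40%, so every replicate reaches that level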;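 note: 0% = median of neutral control wells and 100% = median of IBMX positive control wells; some compounds called inactive have numbers as strong as hits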
* = called active by the depositor; · = no result given; & = joins results of further samples. Hits appear at their usual frequency; overall some 2.9% were active at least once.

SMILES	PAX8 inh HTS	LGR2 inh	ARNT TACC3 PPI	C2C12 statin	PglD inh	PGC1a acetyl inh	Cneo AK release	GSIS activator
COc1ccc(NC(=O)N(C)C[C@H]2Oc3ncc(C#C[C@@H](C)O)cc3C(=O)N([C@H](C)CO)C[C@@H]2C)cc1	·	-5	0	16	0	5	2	-1
CC(=O)Nc1ccc(S(=O)(=O)NC(C)c2ccccc2)cc1 (stereo not given)	6	-4	-1	-1	-4	10	-2	21
COc1ccc(-c2cnc3c(c2)C(=O)N([C@@H](C)CO)C[C@H](C)[C@H](CN(C)C(=O)Cc2cccnc2)O3)cc1	9	12	-6	-1	2	-3	-1	29
COc1cc2nc(CN(C)CC(=O)Nc3ccc(N4CCOCC4)cc3)[nH]c(=O)c2cc1OC	·	·	24	-24	2	-2	7	·
CCOC(=O)C1=C(CC)Nc2ccccc2N=C1NC(=O)Nc1ccc(Cl)c(Cl)c1	62*	32	·	·	12	14	-6	-11
O=C(Nc1ccc(F)c(Cl)c1)c1cc(C2CCCCN2C(=O)c2ccc3c(c2)CCO3)on1 (stereo not given)	21	0	·	4	-6	-3	1	-15
C[C@H](NC(=O)C[C@@H]1C[C@@H]2c3cc(NS(=O)(=O)c4ccc(F)cc4)ccc3O[C@@H]2[C@H](CO)O1)c1ccccc1	10	6	1	-2	0	-1	-3	-4
CC(=O)C(Cc1cccc(F)c1)(Cc1cccc(F)c1)C(C)=O	-4	32	0	·	·	-5	·	4
O=C(Cc1ccccc1)N1C[C@H]2[C@@H](c3ccccc31)[C@H](CO)N2C(=O)C1CC1	-3	-9	-5	-15	-4	-15	-2	-3
O=C(Cc1ccncc1)Nc1ccc2c(c1)[C@@H]1C[C@@H](CC(=O)N3CCc4ccccc4C3)O[C@H](CO)[C@@H]1O2	19	14	6	4	0	5	12	-8
O=C(Nc1ccc(NC(=O)C2CCCCC2)nc1)c1ccccn1	-90	-36	20	-7	5	·	-1	1
Cc1n(N)c2ccccc2[n+]1CC(=O)c1ccccc1	2	31	3	·	·	-8	·	-10
O=C(N/N=C/C=C\c1ccco1)c1ccccn1	-21	4	68*	·	·	·	·	-8
Cn1c(SC(C(=O)Nc2ccc(F)cc2)c2ccccc2)nc2ccccc21 (stereo not given)	19	-4	-1	12	-1	0	0	-12
Cc1csc(SCC(=O)Nc2cc(F)ccc2C)n1	7	13	·	1	0	0	-2	·
C[C@@H]1CN([C@H](C)CO)C(=O)c2cc(NS(=O)(=O)c3cn(C)cn3)ccc2O[C@@H]1CN(C)C(=O)Nc1cccc2ccccc12	·	30	-2	27	3	-8	0	0
Cc1ccc(C(=O)OCC(=O)N(C)C2CCS(=O)(=O)C2)cc1S(=O)(=O)N1CCCCC1 (stereo not given)	4	-6	-10	-5	·	·	·	18
C/C(=N\NC(=O)CO/N=C(\C)c1cccs1)c1ccc(N)cc1	-8	6	-5	·	-1	11	3	46*
Cc1ccc(NC(=O)c2nc[nH]c2C(=O)N[C@H](C)c2ccccc2)cc1	0	19	13	-8	-1	·	6	-11
Cc1cc(N2C(=O)C(O)=C(C(=O)c3ccco3)C2c2ccc(O)cc2)no1 (stereo not given)	·	·	4	12	-10	7	-1	·

The closing 3 records of the part above lead into the next:
SMILES	PAX8 inh HTS	LGR2 inh	ARNT TACC3 PPI	C2C12 statin	PglD inh	PGC1a acetyl inh	Cneo AK release	GSIS activator
C/C(=N\NC(=O)CO/N=C(\C)c1cccs1)c1ccc(N)cc1	-8	6	-5	·	-1	11	3	46*
Cc1ccc(NC(=O)c2nc[nH]c2C(=O)N[C@H](C)c2ccccc2)cc1	0	19	13	-8	-1	·	6	-11
Cc1cc(N2C(=O)C(O)=C(C(=O)c3ccco3)C2c2ccc(O)cc2)no1 (stereo not given)	·	·	4	12	-10	7	-1	·
CN1CCN(C(=O)C[C@H]2CC[C@@H]3[C@@H](COc4ccc(NC(=O)C5CC5)cc4C(=O)N3C)O2)CC1	-7	7	-1	-2	1	1	-4	-5
C[C@@H]1CN([C@H](C)CO)C(=O)c2cccc(NC(=O)c3cnccn3)c2O[C@@H]1CN(C)C(=O)NC1CCCCC1	-20	7	·	4	·	-2	·	3
COc1cccc(CN2C(=O)CCC2(C)C(=O)NC2CCCC2)c1 (stereo not given)	-29	·	12	·	-1	-4	4	·
O=C(O)CCCC(=O)Nc1cccc2cccnc12	3	·	-1	-5	-3	11	2	6
CCn1cc(C(=O)NCC(=O)NCCCN2CCOCC2)c(=O)c2cc3c(cc21)OCO3	-6	6	5	0	1	18	0	22
O=C(CNC(=O)C1CC1)Nc1ccc(F)c(F)c1F	-1	9	30	6	-1	-4	-1	6
COC(=O)C1=C(C)NC(=O)/C1=C\c1cc(C)n(-c2ccccc2)c1C	-11	-5	4	-2	·	-4	·	3
C[C@@H](NC(=O)C[C@@H]1CC[C@@H]2[C@H](COC[C@H](O)CN2C(=O)Nc2ccccc2)O1)c1ccccc1	-34	2	1	-7	0	8	2	-5
CC1CCCCN1CC(=O)Nc1ccc(Oc2ccccc2)cc1 (stereo not given)	·	·	-1	-7	4	-20	-3	·
C[C@H](CO)N1C[C@H](C)[C@@H](CN(C)C(=O)C2CCCCC2)Oc2ncc(-c3cccnc3)cc2C1=O	·	-15	·	26	·	3	·	-7
COc1ccccc1CNS(=O)(=O)c1ccc2c(c1)NC(=O)CS2	21	-10	2	·	·	·	·	11
COc1ccc2nc(SCC(=O)NC3CCCc4ccccc43)[nH]c2c1 (stereo not given)	4	43	-4	·	5	1	·	-2
COc1ccc(NC(=O)C(=O)NNC(=O)C(C)Oc2ccc(Cl)cc2Cl)cc1 (stereo not given)	5	-13	-4	2	1	1	3	4
Cc1ccc(C)c(N2CCN(C3CCCCC3NS(=O)(=O)c3ccccc3)CC2)c1 (stereo not given)	·	·	0	4	-3	-8	1	·
O=C(NCC1COc2ccccc2O1)c1c[nH]c2ccc(S(=O)(=O)N3CCOCC3)cc2c1=O (stereo not given)	·	·	-6	·	-1	-1	-24	·
COc1ccc(CCn2c(=N)c(C(=O)NCCN3CCOCC3)cc3c(=O)n4ccccc4nc32)cc1OC	-2	6	20	3	0	9	2	-2
CCOC(=O)c1c(NC(=O)COC(=O)CNC(=O)c2ccco2)sc(C(C)=O)c1C	46	-11	0	·	-1	-4	-3	-8
CCCn1c(SCC(=O)NC2CCCC2)nc2c1c(=O)n(C)c(=O)n2C	-1	8	·	5	-6	-35	-3	18
CC(O)[C@H]1CNC(=O)C(=O)N1CC1(c2ccccc2)CC1 (stereo not given in full)	-3	·	-10	12	-6	·	7	·
CC1=C(C(=O)N2CCCC(CCC(=O)NCc3ccc(F)c(F)c3)C2)OCCO1 (stereo not given)	-19	-9	-1	13	5	4	-1	6
O=C(CCN1CCN(S(=O)(=O)c2ccc(Cl)cc2)CC1)Nc1ccc(F)cc1	11	5	-2	5	5	0	0	-12
Nc1ccc(S(=O)(=O)c2ccc(Cl)cc2)cc1	·	·	-6	1	-6	2	0	·
COc1ccc(CNc2ncnc3c2[nH]c2cc(OC)c(OC)cc23)cc1	-15	2	1	·	-5	-10	-1	-12
O=c1c(-c2nc3ccccc3s2)cccn1Cc1ccccc1	·	·	-19	2	-2	·	-1	·
CC1(C)Cc2c(cnn2-c2cccc(F)c2)C(NC(=O)c2ccc(=O)[nH]n2)C1 (stereo not given)	-62	9	6	1	0	0	4	4
COc1cccc(/C=C2/C(=O)NN(c3ccc(Br)cc3)C2=O)c1O	-8	-16	3	-1	3	4	3	-10
CC(C)(C)c1ccc(OCC(=O)NCC(c2cccs2)N2CCOCC2)cc1 (stereo not given)	·	-12	-3	-10	0	·	-2	-6
CCOC(=O)COc1ccc2c(c1)C(=O)CC1(CCN(C(C)=O)CC1)O2	·	2	-1	-1	-8	7	-6	18
CCn1nccc1NC(=O)c1csc([C@H]2C[C@H](O)[C@@H](CO)O2)n1	12	4	·	-1	0	12	1	20
COc1cc(C(=O)NCc2ccc(OCCN(C)C)cc2)cc(OC)c1OC	-16	·	-1	5	3	-3	0	·
CCCN(CCC)CCCNC(=O)c1cn(CC)c2ccc(S(=O)(=O)N3CCOCC3)cc2c1=O	19	10	3	7	1	-2	-1	-8
CCOC(=O)c1c(C)nc2sc3c(=O)n(-c4ccc(C(C)=O)cc4)nnc3c2c1-c1ccc(Cl)cc1	·	34	-1	35	1	·	0	-3
Cc1ncoc1C(=O)Nc1ccccc1-c1ccccc1	·	·	6	8	-6	4	-2	34
Cc1[nH]nc2c1C(c1cccs1)C(C#N)=C(N)O2 (stereo not given)	8	-5	0	·	·	8	·	2
C[C@@H]1CCCCO[C@@H](CN(C)Cc2ccncc2)[C@@H](C)CN([C@H](C)CO)C(=O)c2cc(NC(=O)CCCN(C)C)ccc2O1	-8	11	0	-27	-1	-4	0	-2
CC(C)NS(=O)(=O)c1ccc(NCCCn2ccnc2)c([N+](=O)[O-])c1	3	17	12	-10	-5	40	0	2
O=C(O)Cn1c(CC(=O)N2CCCC2)nc2ccccc21	·	-6	-7	2	·	·	·	3
COc1ccc(S(=O)(=O)Nc2ccccc2C(=O)NN2CCOCC2)cc1OC	-8	-1	-4	-8	2	0	1	6
C=C1CCN([C@@H](C)C(=O)NCc2ccc(OC)cc2)S(=O)(=O)c2ccccc21	-1	-6	-1	-7	0	·	2	20
COCCNC(=O)C[C@@H]1CC[C@@H]2[C@H](COC[C@@H](O)CN2Cc2ccc(Cl)c(Cl)c2)O1	·	6	-3	22	1	-5	0	6

Ordered by the number under GSIS activator (falling): six from the list above
| SMILES | GSIS activator |
| --- | --- |
| C=C1CCN([C@@H](C)C(=O)NCc2ccc(OC)cc2)S(=O)(=O)c2ccccc21 | 20 |
| COCCNC(=O)C[C@@H]1CC[C@@H]2[C@H](COC[C@@H](O)CN2Cc2ccc(Cl)c(Cl)c2)O1 | 6 |
| CC1(C)Cc2c(cnn2-c2cccc(F)c2)C(NC(=O)c2ccc(=O)[nH]n2)C1 (stereo not given) | 4 |
| CC(C)NS(=O)(=O)c1ccc(NCCCn2ccnc2)c([N+](=O)[O-])c1 | 2 |
| CCOC(=O)c1c(C)nc2sc3c(=O)n(-c4ccc(C(C)=O)cc4)nnc3c2c1-c1ccc(Cl)cc1 | -3 |
| O=C(CCN1CCN(S(=O)(=O)c2ccc(Cl)cc2)CC1)Nc1ccc(F)cc1 | -12 |

Continued.
SMILES	PAX8 inh HTS	LGR2 inh	ARNT TACC3 PPI	C2C12 statin	PglD inh	PGC1a acetyl inh	Cneo AK release	GSIS activator
O=C(C[C@H]1C[C@@H]2c3cc(NC(=O)c4ccc5c(c4)OCO5)ccc3O[C@@H]2[C@@H](CO)O1)NC1CCCCC1	-2	-4	5	7	1	-5	1	-14
Cc1c(OCC(=O)N[C@@H](Cc2ccccc2)C(=O)O)ccc2c1oc(=O)c1ccccc12	·	-19	15	6	0	4	0	-3
CN(C)c1ccc(C(CN)c2c[nH]c3ccccc23)cc1 (stereo not given)	-3	-35	20	·	-4	·	-7	-5
COc1ccc2c3c([nH]c2c1)[C@H](CO)N(C(=O)NC(C)C)CC31CN(Cc2ccccc2)C1	14	6	·	·	·	-2	·	-5
COc1ccc(CCNC(=O)CSc2nc(C)nc3c2oc2ccccc23)cc1OC	·	-23	-2	-3	0	4	-1	13
CCCCC(=O)NC(=S)Nc1nnn(CCC)n1	-6	-2	0	·	·	9	·	8
O=C(c1cccc(F)c1)N1CCN(c2ccc([N+](=O)[O-])c(N3CCCCC3)c2)CC1	·	·	5	18	2	·	-2	·
COc1ccc(-c2cnc3c(c2)C(=O)N([C@H](C)CO)C[C@@H](C)[C@@H](CN(C)C)O3)cc1	·	1	11	12	5	-1	1	16
OCCN1CCN(CC(O)COc2ccc3ccccc3c2)CC1 (stereo not given)	20	-10&-24	-3	-3&-5	3&0	9	5&5	21&-10
Cc1csc(NC(=O)CSc2nc3ccccc3c3c2CCCC3)n1	-15	-28	-4	·	·	·	·	-5
COc1ccccc1-c1nnc(SCC(=O)N2CCCCC2)o1	-46	0	-17	·	-3	4	-2	5
